CHT PAM: allosteric activators of human choline transporter CHT. Q9GZV3. CHT-expressing cells, membrane potential dye, choline EC20; active compounds read high; LV-AA mutant CHT in HEK293 cells. B-score at 10 µM. actives 0.49% (n = 310,000);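 active = initial fluorescence not abnormally high and integrated response B-score, plate-corrected, over 3 SD above library mean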
Target sequence (Q9GZV3 whole entry, looked up): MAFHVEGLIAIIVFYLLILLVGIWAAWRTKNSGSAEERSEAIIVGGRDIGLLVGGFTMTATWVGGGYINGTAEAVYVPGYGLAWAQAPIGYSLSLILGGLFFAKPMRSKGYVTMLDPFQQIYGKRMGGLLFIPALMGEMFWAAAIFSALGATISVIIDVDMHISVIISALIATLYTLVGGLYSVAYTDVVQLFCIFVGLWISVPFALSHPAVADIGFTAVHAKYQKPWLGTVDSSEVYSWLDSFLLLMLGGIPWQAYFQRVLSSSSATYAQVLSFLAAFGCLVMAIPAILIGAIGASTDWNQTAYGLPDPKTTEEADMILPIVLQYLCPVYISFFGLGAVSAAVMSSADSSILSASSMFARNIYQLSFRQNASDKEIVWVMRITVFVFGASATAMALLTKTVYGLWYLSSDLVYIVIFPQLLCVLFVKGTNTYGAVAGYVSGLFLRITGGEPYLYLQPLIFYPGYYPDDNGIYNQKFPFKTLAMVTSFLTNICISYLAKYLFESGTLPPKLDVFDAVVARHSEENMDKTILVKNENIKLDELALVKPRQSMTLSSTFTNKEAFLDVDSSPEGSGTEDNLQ
CHT block: inhibitors of human choline transporter CHT; Q9GZV3; actives 0.86% (n = 310,000); B-score at 10 µM; AID 488975; CHT-expressing cells, membrane potential dye, choline response; active compounds read low;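 active = B-score over 3 SD under the library average, and starting fluorescence ratio not unusually high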;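 also: choline stimulus applied at its EC90 after an EC20 pre-addition; B-score computed on integrated fluorescence ratio after choline addition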
Numbers without * were called inactive; i = inactive. Compounds as they come, and some 1.4% of all compounds hit somewhere here.

The first three entries, to show the layout:
SMILES | CHT PAM | CHT block
O=C(Nc1nncs1)c1cc(S(=O)(=O)N2CCCCC2)ccc1Cl | i | i
Cc1cc2nnc(SCC(=O)N3CCOCC3)n2c2ccccc12 | i | i
Cc1ccccc1CSCC(=O)Nc1ccccc1F | i | i

All compounds of this part, from the first entry:
SMILES | CHT PAM | CHT block
O=C(Nc1nncs1)c1cc(S(=O)(=O)N2CCCCC2)ccc1Cl | i | i
Cc1cc2nnc(SCC(=O)N3CCOCC3)n2c2ccccc12 | i | i
Cc1ccccc1CSCC(=O)Nc1ccccc1F | i | i
Cc1ccc(NC(=O)CN2CCN(C(=O)C3CCCO3)CC2)c(C)c1 (centres undefined) | i | i
O=C(Nc1cnn(Cc2ccc(Cl)cc2Cl)c1)c1cc(-c2cccs2)on1 | i | i
Cc1cc(C)cc(NC(=O)CSCc2cc(=O)n3ccsc3n2)c1 | i | i
CCN1C(=O)[C@H]2[C@@H](c3ccc(-c4ccc(C(C)=O)cc4)cc3)N[C@@](Cc3ccccc3)(C(=O)OC)[C@H]2C1=O | i | i
COc1ccc(OCC(=O)Nc2nc3ccc(NC(C)=O)cc3s2)cc1 | i | i
C/C(=C\C(=O)c1ccccc1)Nc1ccc(Cl)c(Br)c1 | i | i
O=C(N1CCOCC1)N1CCOCC1 | i | i
Cc1cc(C(=O)CSc2cccc[n+]2[O-])c(C)n1-c1ccc(Br)cc1 | i | i
Cc1nn(Cc2ccc(F)cc2)c2sc(C(=O)Nc3ccccc3N3CCOCC3)cc12 | i | i
CC1(OC(=O)C2CCCC2)C(=O)C=C2C=C(C3CC3)OC=C2C1=O (centres undefined) | i | i
COCC(=O)OCC(=O)Nc1cc(C)c(C)cc1[N+](=O)[O-] | i | i
CC(O)CCc1nc2ccc(C(=O)O)cc2[nH]1 (centres undefined) | i | i
O=C(CC12CC3CC(CC(C3)C1)C2)Nc1c(F)cccc1F | i | i
CN1CCC(N(C)C(=S)NCCc2ccccc2)CC1 | i | -7.3*
NS(=O)(=O)c1ccc(CCNCC#Cc2ccccc2)cc1 | i | i
COC(=O)c1sccc1NC(=S)Nc1cc(C)ccc1OC | i | i
Cn1cc([N+](=O)[O-])c(C(=O)Nc2ccn(Cc3c(F)c(F)cc(F)c3F)n2)n1 | i | i
COc1cccc(/C=C/C(=O)c2cccc([N+](=O)[O-])c2)c1OC | i | i
O=C(Cn1cncn1)N1CCN(c2ccc(F)cc2)CC1 | i | i
CCOc1ccccc1NC(=O)COc1ccc2ccc(=O)oc2c1 | i | i
CC(=O)NC(c1ccc(C)cc1)c1cc([N+](=O)[O-])c2cccnc2c1O (centres undefined) | i | i
O=C(N/N=C/c1ccc(Sc2nc3ccccc3s2)c([N+](=O)[O-])c1)c1ccccn1 | i | i

A run of entries of the results above:
SMILES | CHT PAM | CHT block
COc1cccc(/C=C/C(=O)c2cccc([N+](=O)[O-])c2)c1OC | i | i
O=C(Cn1cncn1)N1CCN(c2ccc(F)cc2)CC1 | i | i
CCOc1ccccc1NC(=O)COc1ccc2ccc(=O)oc2c1 | i | i

(more compounds)
SMILES | CHT PAM | CHT block
COc1ccccc1NC(=O)Nc1ccc(N2CCOCC2)cc1 | i | i
Cc1ccc(C(=O)NNC2=Nc3cccc4cccc2c34)cc1 | i | i
CS(=O)(=O)N1CCC(CO)(Cc2ccccc2C(F)(F)F)CC1 | i | i
CC(CCc1ccccc1)NC(=O)CCC(=O)N1CCC(C(=O)O)CC1 (centres undefined) | i | i
C=CCn1c(-c2ccc(OC)cc2)nc2ccccc21 | i | i
O=C(O)/C=C/c1ccc(Oc2ncccn2)cc1 | i | i
O=C(c1ccco1)N1CCN(C(=O)c2nn3cccnc3c2Cl)CC1 | i | i
CC(=NCCc1c(C)[nH]c2ccc(OC(F)(F)F)cc12)C1=C(O)CC(c2ccccc2)CC1=O (centres undefined) | i | i
O=C(O)/C=C/c1ccc(S(=O)(=O)NCc2cccnc2)cc1 | i | i
Cc1ccc(C(=O)NC2CCS(=O)(=O)C2)cc1S(=O)(=O)N1CCCCCC1 (centres undefined) | i | i
CCc1ccc(OCC(=O)Nc2ccncc2)cc1 | i | i
CCOc1ccc(CC(=O)Nc2c(C(=O)Nc3ccccc3)oc3ccccc23)cc1OCC | i | i
COC(=O)c1ccc(/C=C2\N=C(SC)SC2=O)cc1 | i | i
COc1ccccc1CCNC(=O)Cc1cccs1 | i | i
COC(=O)c1ccc(CN2CCC(CO)(Cc3cccc(OC)c3)CC2)cc1 | i | i
COc1cc(C(=O)ON=C2C3CC4CC(C3)CC2C4)cc(OC)c1OC | i | i
O=c1[nH]c2c(c(=O)[nH]1)CCC2 | i | i
O=C(Nc1ccccc1NC(=O)NC1CCCCC1)NC1CCCCC1 | i | i
COCCn1c(C)cc(C(=O)COC(=O)c2ccc3ncsc3c2)c1C | i | i
Cc1[nH]c2ccccc2c1/C=N/NC(=O)c1cc(-c2ccccc2)n[nH]1 | i | i
Cc1ncn(C23CC4CC(CC(C4)C2)C3)n1 | i | i
Cc1[nH]ccc(=O)c1OCc1ccc(Cl)cc1 | i | i
COc1ccc(-c2cc(C(=O)Nc3ccccc3O)c3ccccc3n2)cc1OC | i | i
CNC(=O)c1ccsc1NC(=O)c1ccc(S(=O)(=O)N2CCCc3ccccc32)cc1 | i | i
COc1ccc(CNC(=O)/C(C#N)=C2\N=C(NC(=O)c3cccs3)c3ccccc32)cc1 | i | i
Going on with the list:
SMILES | CHT PAM | CHT block
CCOC(=O)C1C(=O)OC(C)(C)C1C(C)C(=O)c1ccc(C)cc1C (centres undefined) | i | i
COc1ccc(NC(=S)NC(=O)c2cccnc2)cc1 | i | i
COc1cccc(C2=CC(c3ccc(N(C)C)cc3)n3ncnc3N2)c1 (centres undefined) | i | -9.3*
CSc1nc2ccccc2cc1/C=C(\C#N)c1cccc(Cl)c1 | i | i
CCCCn1c(N)c(N(CCC(C)C)C(=O)c2ccccc2C)c(=O)[nH]c1=O | i | i
FC(F)(F)c1cccc(NC(=S)NCC(c2cccnc2)N2CCOCC2)c1 (centres undefined) | i | i
COCCCNC(=O)CNC(=O)c1nn(-c2ccc(OC)c(Cl)c2)c(=O)c2ccccc12 | i | i
CCCCN(C(=O)Cn1nnc2ccccc21)C(C(=O)NCCOC)c1cccs1 (centres undefined) | i | i
Cc1ccc(S(=O)(=O)N(CC(=O)N2CCC(C(N)=O)CC2)c2cccc(C(F)(F)F)c2)cc1 | i | i
CN(C)S(=O)(=O)c1cc(NC(=O)COC(=O)Cc2cccc3ccccc23)ccc1Cl | i | i
Cc1cccc(N=C(N2CCOCC2)P(=O)(N2CCOCC2)N2CCOCC2)c1 | i | i
O=C(CC(C(=O)O)c1ccccc1)Nc1cccc2ccccc12 (centres undefined) | i | i
CCOc1ccccc1NC(=O)NCc1ccccc1 | i | i
O=P(CO)(Cc1ccccc1)Cc1ccccc1 | i | i
O=S(=O)(Nc1ccc(Cc2ccncc2)cc1)c1ccc(Cl)s1 | i | i
Cc1ccc(C)c(OCc2cc(C(=O)N3CCC(N4CCCC(O)C4)CC3)no2)c1 (centres undefined) | i | i
COc1ccc([C@@H]2[C@@H]3C(=O)N(C(C)(C)C)C(=O)[C@@H]3[C@]3(Cc4ccccc4)C(=O)N(c4ccccc4)C(=O)N23)cc1 | i | i
CCc1ccccc1N(CC(=O)NC1CCCCC1)C(=O)CCC(=O)Nc1ccccn1 | i | i
CCCc1ccc(Oc2coc3cc(OCC(=O)Nc4ccccc4C)ccc3c2=O)cc1 | i | i
Cc1ccc2c(CC(=O)OCc3cc(=O)n4c(n3)sc3ccccc34)coc2c1 | i | i
Cc1ccc(CC(=O)NCCN2CCOCC2)cc1 | i | i
CCN(CC)S(=O)(=O)c1ccc2[nH]c(=O)[nH]c2c1 | i | i
O=S(=O)(c1ccc(Br)cc1)N1CCCN(Cc2cccc(F)c2)CC1 | i | i
Cc1ccc(OCC(=O)N2CCCCCC2)c(C)c1 | i | i
CSC1=N/C(=C\C=C\c2cccs2)C(=O)S1 | i | i
Continuation.
SMILES | CHT PAM | CHT block
COc1ccc(-c2nc(=S)[nH][nH]2)cc1OC | i | i
Cc1ccc(CNC(=O)C2CCCCC2C(=O)O)cc1 (centres undefined) | i | i
CCOC(=O)c1ccc(NC(=S)Nc2cccc(C)n2)cc1 | i | i
COc1ccc2oc(=O)c(C(=O)n3ccc(C)n3)cc2c1 | i | i
CCC(=O)c1c[nH]c(C(=O)NCCCN2CCOCC2)c1 | i | i
COc1ccc(C2(NC(C)=O)CCN(C(=O)c3cccs3)CC2)cc1 | i | i
C=CCn1c(SCC(=O)N(C)c2c(N)n(Cc3ccccc3)c(=O)[nH]c2=O)nnc1-c1ccccc1OC | i | i
CC1=NN(c2ccccc2)C(=O)/C1=C/c1cc2cc(C)ccc2nc1N1CCCCC1 | i | i
O=C1CCC(C(=O)N(CCO)Cc2ccccc2)CN1CC1CCCCC1 (centres undefined) | i | i
COc1ccc(Cc2nc3ccc(C(=O)NCC4CCOCC4)cc3o2)cc1OC | i | i
NCCCNC(=O)c1ccc(/C=N/O)nc1 | i | i
Cc1cc(C)cc(NC(=O)COc2coc(CN3CCc4ccccc4C3)cc2=O)c1 | i | i
COc1ccc(NC(=O)c2noc3c2CCCCC3)cc1 | i | i
CCOc1cccc(NC(=O)C2CC(=O)N(c3ccc(F)cc3)C2)c1 (centres undefined) | i | i
Cc1cc(C)c2cc3c(N)c(C(=O)N4CCc5ccccc5C4)sc3nc2c1 | 6.4* | i
CCOc1cc(NC(=O)c2ccco2)c(OCC)cc1NC(=O)CCc1ccccc1OC | i | i
COc1cc(NC(=O)CN(C)Cc2cccc(F)c2)c(C)cc1[N+](=O)[O-] | i | i
Cc1ccccc1CC(=O)Nc1ccc(C(=O)N2CCCC2)cc1 | i | i
Cc1ccc(-n2ncc3c(NCCCOC(C)C)ncnc32)c(C)c1 | i | i
COC(=O)[C@H](CC(C)C)NC(=O)NCc1ccc(Cl)cc1 | i | i
CCCN(CCC)c1nc2ccccc2nc1C(C#N)C(=O)OCCOC (centres undefined) | i | i
Cc1ccc(S(=O)(=O)Nc2nc(C)cc(NCCN)n2)cc1 | i | i
Cc1ccc(N(CCC#N)C(=O)CCl)cc1C | i | i
O=C(NCc1cccs1)C1CCN(S(=O)(=O)c2cccc([N+](=O)[O-])c2)CC1 | i | i
Cc1cc(C)n(-c2nnc(Cl)c3ccccc23)n1 | i | i

An excerpt of these results, with values under each structure:
Below each SMILES: CHT PAM	CHT block
Cc1ccc(-n2ncc3c(NCCCOC(C)C)ncnc32)c(C)c1
 : i	i
COC(=O)[C@H](CC(C)C)NC(=O)NCc1ccc(Cl)cc1
 : i	i

Further records follow:
SMILES | CHT PAM | CHT block
COCCNC(=O)CN1c2ccccc2CC1C (centres undefined) | i | i
O=C(COC(=O)c1cccc2ccccc12)Nc1cccnc1Cl | i | i
Cc1ccc(S(=O)(=O)NN2C(=O)/C(=C/c3cccnc3)SC2=S)cc1 | i | i
CC(CCc1ccccc1)NC(=O)c1cc2sccc2n1C (centres undefined) | i | i
Cc1ccc(C(=O)Nc2cccc([N+](=O)[O-])c2)cc1S(=O)(=O)Nc1ccc(NC(=O)c2ccccc2)cc1 | i | i
CC(=O)Nc1ccc(SCC(=O)c2cc(C)n(-c3ccccc3)c2C)cc1 | i | i
O=C1CN(C(=S)Nc2ccccc2Cl)CCN1 | i | i
Cc1nnc(N)s1 | i | i
Cc1cc(C)c(C#N)c(SCS(=O)c2ccc(C(C)(C)C)cc2)n1 (centres undefined) | i | i
CC1CCN(C(=O)CCC(=O)Nc2nnc(C(F)(F)F)s2)CC1 | i | i
COc1ccc(NC(=S)N2CCN(S(=O)(=O)c3ccc(F)cc3)CC2)cc1 | i | i
N/C(=N\OC(=O)c1cc(Br)ccc1Cl)c1cccnc1 | i | i
CCCSC1=N/C(=C\C=C\c2ccco2)C(=O)S1 | i | i
Nc1ccc(SCCN2C(=O)c3ccccc3C2=O)cc1 | i | i
O=C(COC(=O)c1c(Cl)ccc(Cl)c1Cl)NC(=O)NCc1ccccc1 | i | i
O=c1oc2cc(OCc3ccc(F)cc3F)ccc2cc1-c1ccc2ccccc2n1 | i | i
CC(C)(C)NC(=O)C12CC3CC(CC(Cl)(C3)C1)C2 | i | i
C=C(C)c1cccc(C(C)(C)NC(=O)N2CCOCC2)c1 | i | i
C=C(C)CNC(=S)NNC(=O)CCn1c2ccccc2c2ccccc21 | i | i
CCC(C)[C@H](NC(=O)NC1CC1)C(=O)O (some centres undefined) | i | i
O=C(NCc1ccccn1)Nc1ccc(Cl)cc1 | i | i
COc1ccc(-c2nc(C(=O)NCC3CCCO3)cc3c2[nH]c2ccccc23)cc1 (centres undefined) | i | i
CCC1=NN(C(=O)COc2ccccc2C)C(O)(c2ccncc2)C1 (centres undefined) | i | i
O=C1OC2(CCCCC2)OC(=O)C1=CNc1nc2ccccc2s1 | i | i
CCN(CC(=O)Nc1ccc(OC)cc1)C(=O)c1cc([N+](=O)[O-])ccc1N1CCOCC1 | i | i
Next section.
SMILES | CHT PAM | CHT block
CCN(CC)CCN1C(=O)C(=O)/C(=C(/O)c2cccc(OC)c2)C1c1ccccn1 (centres undefined) | i | i
c1cncc(CNC2CCCc3ccccc32)c1 (centres undefined) | i | i
Cn1c(/C(C#N)=C(\O)c2cc(Cl)sc2Cl)nc2ccccc21 | i | i
O=C(c1ccc([N+](=O)[O-])cc1)N1CCC(Cc2ccccc2)CC1 | i | i
Cc1cccc(/C=N/Nc2nncc3ccccc23)c1 | i | i
COc1ccc(CCN(C)C2CCCN(C(=O)Cn3cnnn3)C2)cc1OC (centres undefined) | i | i
O=C1CCC(=O)N1c1ccc(NCc2ccccc2Cl)c([N+](=O)[O-])c1 | i | i

Filtered by structure, the entries above with a tert-butyl group (3)
SMILES | CHT PAM | CHT block
COc1ccc([C@@H]2[C@@H]3C(=O)N(C(C)(C)C)C(=O)[C@@H]3[C@]3(Cc4ccccc4)C(=O)N(c4ccccc4)C(=O)N23)cc1 | i | i
Cc1cc(C)c(C#N)c(SCS(=O)c2ccc(C(C)(C)C)cc2)n1 (centres undefined) | i | i
CC(C)(C)NC(=O)C12CC3CC(CC(Cl)(C3)C1)C2 | i | i

High-throughput results deposited in PubChem by Johns Hopkins Ion Channel Center.
